MCF10A rereplic = inducers of DNA re-replication in MCF 10A breast cells | MCF 10A DNA re-replication, Hoechst nuclear intensity, 48 h | 350,000 compounds, 2.9% hits | Potency, µM (titrated, usually from 46.1 µM), without a hit: at the highest dose activity, positive = re-replication, usual class: activators | AID 624296; note: potency is the fitted concentration of half-maximal effect; % of control where 0% means no effect; nearly all actives have a fitted effect of over 50% in size
DRD3 agonist = agonists of human D3 dopamine receptor; P35462; 410,000 compounds, 0.58% hits; D3R DiscoveRx beta-arrestin cells, luminescence, 90 min; max activation, %; in the data active = max activation above about 30%; note: 0% is about no effect; mostly tested at two doses, the higher about 12 µM
Target sequence (P35462 whole entry, looked up): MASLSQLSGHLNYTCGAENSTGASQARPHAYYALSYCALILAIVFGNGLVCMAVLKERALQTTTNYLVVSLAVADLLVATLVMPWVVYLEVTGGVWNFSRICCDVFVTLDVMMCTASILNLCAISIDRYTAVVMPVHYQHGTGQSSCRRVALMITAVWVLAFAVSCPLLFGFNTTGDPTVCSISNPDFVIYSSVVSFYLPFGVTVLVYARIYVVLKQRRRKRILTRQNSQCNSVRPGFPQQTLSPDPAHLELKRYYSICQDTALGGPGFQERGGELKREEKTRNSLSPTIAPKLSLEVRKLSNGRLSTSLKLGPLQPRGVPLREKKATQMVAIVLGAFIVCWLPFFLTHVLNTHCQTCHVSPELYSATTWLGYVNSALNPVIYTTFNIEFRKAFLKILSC
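Agonist mode: compounds and dopamine controls were applied to plated cells for 90 min at 37 degrees C after an overnight attachment at 1500 cells/well. Luminescent read-out followed 30 - 60 minutes at room temperature with DiscoveRx detection reagent.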
HEK293 tox = cytotoxicity in counter-screen for GLP-1R inverse agonists | AID 624418 | HEK293 cAMP-luciferase reporter cells, luminescence, 24 h | Potency, µM (series often up to 38.3 µM), inactives show top-dose activity change, negative = inhibition, actives largely listed as inhibitors | 410,000 compounds, 0.13% hits;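 note: loss of luciferase light is scored as toxicity; potency is the fitted concentration of half-maximal effect; % is set by controls: 0 for no effect and ±100 for the full control effect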
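Step one: seed cells (200 cells/uL, DMEM with 10% Nu serum, 1% pen-strep). Step two: 12-hour incubation at 37 deg C. Step three: pin 23 nL compound, incubate 24 hr. Step four: add luciferase reagent, read luminescence 12 min later.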
IL1B secr inh = inflammasome signaling inhibition, IL-1 beta readout | THP-1 LPS/ATP IL-1B secretion, AlphaLISA, 16 h; hits give low values | activity change, % at 57.5 µM | 360,000 compounds, 4.7% hits; in the data active = activity change below about -50%; inconclusive = mostly about -30% to -49%; note: % is set by controls: 0 for no effect and ±100 for the full control effect
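THP-1 cells pretreated 1 hr with compounds (up to 57.5 uM final), then stimulated with LPS (250 ng/mL final) plus ATP (1.25 mM final); secreted IL-1B measured by AlphaLISA after 16 hr, decreased signal indicating inhibition.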
HT1080NT lethal = kills 2HG-producing HT-1080-NT fibrosarcoma cells; HT-1080-NT fibrosarcoma viability, CellTiter-Glo ATP luminescence, 48 h; Potency, µM (highest dose often 46.1 µM), for the others: at the highest dose activity, negative = less viability, most hits filed as cytotoxic; 360,000 compounds, 1.6% hits; AID 686970;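 note: NT is the 2HG producing partner of a matched IDH1 knockdown line; potency is the fitted concentration of half-maximal effect; 0% = DMSO-treated cells and -100% = media-only wells without cells; nearly all actives have a fitted effect of over 55% in size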
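HT-1080-NT fibrosarcoma cells (2HG-overproducing), 750 cells/well in RPMI with 5% FBS, dosed after 2 h and incubated 48 h at 37C. CellTiter-Glo luminescence normalized to DMSO and no-cell wells; concentration-response curves fitted and classed.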
HT1080 IDH1KD tx = HT-1080 IDH1 knockdown cell toxicity (counter line); HT-1080 IDH1 knockdown viability, ATP luminescence, 48 h; Potency, µM (titrated, usually from 46.1 µM), without a hit: top-dose activity, negative = toxicity, hits mostly cytotoxic; 360,000 compounds, 2% hits; AID 686971;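 note: potency is the fitted concentration of half-maximal effect; 0% = DMSO wells and -100% = cell-free medium wells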
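Using the IDH1-knockdown HT-1080 line run in the same batch and compound series as the NT line, viability after 48 h at 37 °C was determined by CellTiter-Glo luminescence and expressed as % activity.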
SW480 rerep = inducers of DNA re-replication in SW480 colon cancer cells; SW480 DNA re-replication, Hoechst DNA content imaging, 48 h; Potency, µM (titrated, usually from 46.1 µM), inactives show top-dose re-replication activation, most hits filed as activators; 340,000 compounds, 1.8% hits; AID 624297; note: potency is the fitted concentration of half-maximal effect; % of control where 0% means no effect; nearly all actives have a fitted effect of over 55% in size
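Image-based read-out: total Hoechst fluorescence of nuclei (405 nm excitation, 500-530 nm emission), with hits raising the fraction of high-intensity nuclei. SW480 colon cells incubated 48 hr with compounds at 37 C.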
KB-V1 MDR tox = KB-V1 MDR subline cytotoxicity. 400,000 compounds, 3.4% hits. AID 1347076. Potency, µM (series often up to 46.1 µM), for inactives: at the highest dose activity change, negative = cytotoxicity, hits mostly cytotoxic. KB-V1 MDR cells viability, CellTiter-Glo, 72 h; note: potency is the fitted concentration of half-maximal effect; % is set by controls: 0 for no effect and ±100 for the full control effect; nearly all actives have a fitted effect of over 60% in size
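Potencies derive from concentration-effect curves fitted to normalized luminescence (CellTiter-Glo) of KB-V1 cells treated for 72 h at 37 degrees C in phenol-red-free DMEM containing 10% FBS.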
KB-3-1 cytotox = kills parental KB-3-1 adenocarcinoma cells | KB-3-1 viability, CellTiter-Glo ATP luminescence, 72 h | Potency, µM (highest dose often 46.1 µM), for the others: at the top dose activity change, negative = cytotoxic, usual class: cytotoxic | 400,000 compounds, 1.4% hits | AID 1347075; note: potency is the fitted concentration of half-maximal effect; % is set by controls: 0 for no effect and ±100 for the full control effect; nearly all actives have a fitted effect of over 60% in size
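Cytotoxicity in the drug-sensitive parental line KB-3-1 was scored as loss of CellTiter-Glo luminescence following 72 h incubation with compound. Values come from curve fitting of normalized concentration-response data.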
An asterisk follows results filed as active; ? = inconclusive; · = not tested or not shown; [ ] = dose if it differs, or a comment. Unless noted, calls come from the whole dose curve; as a rule, active = well fitted curve in the direction sought with a large enough effect; inconclusive = small, poorly fitted or top-dose-only effect, or another doubt; inactive = no such curve, though single readings can be large; an effect the other way counts as inactive or inconclusive.

SMILES | MCF10A rereplic | DRD3 agonist | HEK293 tox | IL1B secr inh | HT1080NT lethal | HT1080 IDH1KD tx | SW480 rerep | KB-V1 MDR tox | KB-3-1 cytotox
NC(c1csc(NC(=O)c2cccc(OC(F)(F)F)c2)n1)c1ccccc1Cl (stereo unspecified) | · | -11 | 0% | -12 | 23µM* | ? | · | -11% | ?
O=C(/C=C/c1ccco1)c1cccnc1 | 4% | -2 | 3% | -22 | 2% | 0% | -5% | -6% | -4%
CC1CCC2(CC1)NC(=O)N(NC(=O)CSc1nnc(NC3CC3)s1)C2=O (stereo unspecified) | -2% | 2 | 6% | 0 | 6% | 3% | -4% | 2% | -1%
COc1ccc([C@H]2N[C@]3(CCCN(Cc4ccc(Br)cc4)C3=O)[C@H]3C(=O)N(Cc4ccccc4)C(=O)[C@@H]23)cc1 | · | -3 | -7% | -12 | -20% | -22% | · | 0% | 1%
COCCn1cnnc1SCC(=O)Nc1cccc(S(=O)(=O)N2CCCCCC2)c1 | -2% | 5 | 17% | 20 | 7% | -2% | ? | -17% | 2%
COc1ccc(CN(CCC#N)CCC2(c3ccccc3)CC(C)N(C)CC2C)cc1OC (stereo unspecified) | ? | 19 | ? | -20 | -7% | -16% | 13% | -7% | -12%
CCN(CC)C(=O)c1cccc(-c2csc(C(NC(C)=O)c3cccc(OC)c3)n2)c1 (stereo unspecified) | · | -7 | -6% | 13 | -8% | 6% | · | ? | 0%
CN1CCN(S(=O)(=O)c2ccc(NC(=S)NC(=O)c3ccc(Cl)cc3)cc2)CC1 | ? | 7 | -1% | 4 | 1% | 7% | -1% | ? | -21%
N#CC1(NC(=O)CSc2nnc(Cc3ccccc3)o2)CCCCC1 | 4% | -3 | -5% | -11 | -1% | 5% | -2% | -3% | -3%
Cc1ccc(N=C2C(=S)N(c3ccc(C)cc3)C(=N)N2/N=C/c2ccc(Cl)cc2)cc1 | 158%[0.0737 µM] | 0 | -21% | ? | 0% | 9% | ? | 13% | ?
Cc1ccsc1/C=N/NC(=O)c1nnn(-c2nonc2N)c1CN(C)c1ccccc1 | -31%[inhibitor] | 0 | 1% | -11 | -5% | -13% | 19% | 5% | -2%
CCCNC(=O)C1(C)CCN1C(=O)C/C=C/c1ccccc1 (stereo unspecified) | · | 2 | 1% | 8 | 2% | 0% | · | ? | -2%
O=C(NCCCN1CCOCC1)c1cc(-c2cccs2)on1 | 7% | -21 | 3% | 19 | ? | 11µM* | -9% | 9% | -3%
COc1ccc2c(-c3ccccc3)cc(SCC(=O)N(C)C)nc2c1 | 18% | -2 | 1%[7.66 µM] | -68* | 0% | -16% | -3% | -30% | -1%
COc1cccc(CNC(=O)c2ccc3oc(=O)n(Cc4ccccc4)c3c2)c1 | · | 8 | -5% | · | · | · | · | 14% | 8%
COC(=O)[C@H](CO)NS(=O)(=O)c1ccc(C)cc1 | -15% | 24 | 2% | 30 | -4% | 7% | -9% | 0% | 0%
CCCCCSc1nc2c(cnn2-c2ccccc2)c(=O)[nH]1 | -3% | -1 | -2% | 49 | ? | ? | -13%[9.22 µM] | -28% | 0%
Cc1ccc2c(c1)C1(OCCCO1)C(=O)N2 | 2% | -8 | 15% | 10 | 12% | 23% | -3% | -16% | 1%
CNC(=O)c1cc2cc(OC)ccc2n1CCN(Cc1ccccc1)Cc1ccccc1 | 7% | -1 | 2% | 12 | -12% | -19% | 3% | -1% | -13%
O=C(NCCc1ccco1)C(=O)NCC1OCCCN1S(=O)(=O)c1ccc(F)cc1 (stereo unspecified) | -2% | 1 | 0% | -7 | -3% | -1% | 1% | 9% | 30%
Cc1ccccc1-n1ncc2c1CC(C)(C)CC2NC(=O)CCC(F)(F)F (stereo unspecified) | -2% | -4 | 20% | 6 | 18% | 16% | 11% | -23% | -2%
Cc1ccc(-n2ncc(C(=O)N3CCN(C(=O)c4ccco4)CC3)c2C2CCN(C(=O)OC(C)(C)C)CC2)cc1C | 3% | -4 | 0% | -5 | -2% | 9% | -22% | 9% | 13%
CC1CCCCN1S(=O)(=O)c1ccc(S(=O)(=O)N(Cc2ccccc2)Cc2ccco2)cc1 (stereo unspecified) | ? | -14 | 8% | -9 | 0% | 0% | -2% | ? | -14%
Nc1c(C(=O)Nc2ccccc2Cl)nnn1Cc1cccc(Cl)c1 | · | -15 | -8% | · | · | · | · | 9% | 0%
CCOC(=O)C1=C(C)N(C)C(=O)NC1c1cccc2ccccc12 (stereo unspecified) | 16% | -6 | -7% | 51 | ? | -11% | 23% | -12% | -16%
More results
SMILES | MCF10A rereplic | DRD3 agonist | HEK293 tox | IL1B secr inh | HT1080NT lethal | HT1080 IDH1KD tx | SW480 rerep | KB-V1 MDR tox | KB-3-1 cytotox
COc1ccc(C(=O)NCCC(=O)N2CCC3(CC2)NCCc2[nH]cnc23)cc1 | 1% | 5 | -2% | 5 | 27% | -1% | -3% | 7% | 19%
CCC(Cc1ccccc1)NC(=O)C1CC1 (stereo unspecified) | -11% | 5 | -9% | 8 | 6% | 9% | 2% | 9% | -6%
COc1cccc(C2C([N+](=O)[O-])=C(N)Oc3cc(C)oc(=O)c32)c1 (stereo unspecified) | -5% | 22 | -11% | -1 | 5% | 0% | -3% | 26% | 17%
Cc1cn([C@H]2C[C@H](O)[C@@H](CNC(=O)[C@@H]3CCCN3Cc3ccccc3)O2)c(=O)[nH]c1=O | · | 1 | 0% | 20 | 9% | 5% | · | 20% | 12%
Nc1nc(Cl)nc2c1ncn2C1CCC(CO)O1 (stereo unspecified) | · | -4 | 2% | 39 | 5% | 4% | · | -4% | 0%
CCOc1ccc(C(=O)c2cn(CC(=O)Nc3ccc(C)c(Cl)c3)c3ccc(OCC)cc3c2=O)cc1 | · | 4 | 5% | · | · | · | · | 18% | -7%
COC(=O)Cc1ccc(NC(=S)NCC(C)C)cc1 | -7% | -3 | 3% | 22 | 12% | 11% | 22% | 16% | -6%
N=C(N)c1ccc(N=Nc2c(O)ccc3c2[nH]c2ccccc23)cc1 | 3% | -5 | ? | -97* | -8% | -21% | 1% | 25% | ?
CC(C)COC(=O)N1CCCCC1c1cc(C(=O)NCc2ccccc2)no1 (stereo unspecified) | · | -3 | 14% | -10 | 6% | 1% | · | 2% | 0%
CCCc1cc(N2CCN(c3ccccc3F)CC2)n2cnnc2n1 | · | 6 | 3% | · | · | · | · | ? | ?
Cc1cc(-c2ccc(N3CCOCC3)cc2)nc2ccccc12 | 21µM* | 2 | 16% | -13 | 4% | 6% | ? | 0% | 0%
CN(CC(=O)Nc1ccc(N2CCOCC2)cc1)C(=O)CCNC(=O)c1ccccc1Cl | 1% | -11 | 9% | 6 | 0% | -4% | 0% | 2% | 3%
CCCCOc1ccc(Cc2c(COCC)[nH]c(=S)[nH]c2=O)cc1 | 1% | -11 | -5% | 38 | -27% | -20% | 11% | ? | -4%
CC(=O)Nc1ccc(S(=O)(=O)CCC#N)cc1 | -1% | -1 | 70%[activator] | -2 | 0% | -5% | -18% | 10% | 0%
Cc1ccc(S(=O)(=O)NC(C)C(=O)NC(C)c2cccs2)cc1 (stereo unspecified) | -16% | -25 | 5% | 2 | -8% | 0% | -5% | -6% | 0%
COc1cc(C)c(CNC2CCCCC2)cc1C | -2% | -21 | -39% | -2 | -3% | 0%[9.24 µM] | ? | 1% | -12%
O=C(CNC(=O)c1ccc(Cl)cc1)OCc1cc(=O)n2nc(C3CCCCC3)sc2n1 | · | 1 | -14% | · | · | · | · | 22% | 1%
CSc1nnnn1-c1cccc(O)c1 | 4% | -2 | 2% | -3 | 3% | 1% | -3% | -25% | 0%
CCOC(=O)C1CCN(C(=O)c2ccc(N(C)S(C)(=O)=O)cc2)CC1 | 6% | 7 | 15% | -5 | 7% | 0% | -2% | 11% | 10%
CN1CCN(CCCNC(=O)c2cnn(-c3ccccc3)c2-n2cccc2)CC1 | · | -16 | 3% | · | · | · | · | 5% | -12%
CC(=O)N1CCN(C(=O)Cn2c(=O)oc3ccccc32)CC1 | -12% | 2 | 1% | 4 | 8% | 6% | -1% | 14% | -1%
C=C1C(=O)OC2C=C(CO)CCC=C(CO)CC(OC(=O)C(C)C)C12 (stereo unspecified) | 10µM* | 1 | ? | -101* | -1% | 13µM* | ? | 2% | ?
Cc1ccc(C)c(OCCC(=O)OCC(=O)c2c(N)n(C)c(=O)n(C)c2=O)c1 | -11% | 15 | 16% | 20 | 11% | 6% | -47%[inhibitor] | -6% | 7%
O=C(C(c1ccccc1)c1ccccc1)N1CCC(c2nc(-c3ccccc3Cl)no2)CC1 | 3% | 10 | 9% | -13 | ? | -4%[9.24 µM] | 0% | ? | ?
COc1ccc(/C=c2/sc3n(c2=O)C(c2ccccc2OC)C2=C(N=3)c3ccccc3CC2)cc1O (stereo unspecified) | 18µM* | -1 | -10% | -18 | ? | 26µM* | 5.2µM* | ? | ?
C=CCC[C@H](Cc1ccc(F)cc1)C(=O)OC[C@@H](Cc1c[nH]c2ccccc12)NC(=O)[C@H](CC=C)CC(=O)N[C@H](CO)Cc1ccccc1 | ? | -20 | -3% | -22 | ? | ? | 7% | 0% | 0%
O=C(CCS(=O)(=O)c1cc2c3c(c1)CCN3C(=O)CC2)NCc1ccc(F)cc1 | · | 2 | 1% | · | · | · | · | 14% | -3%

Arranged by number of heavy atoms (rising): some entries from above
SMILES | MCF10A rereplic | DRD3 agonist | HEK293 tox | IL1B secr inh | HT1080NT lethal | HT1080 IDH1KD tx | SW480 rerep | KB-V1 MDR tox | KB-3-1 cytotox
CSc1nnnn1-c1cccc(O)c1 | 4% | -2 | 2% | -3 | 3% | 1% | -3% | -25% | 0%
CCC(Cc1ccccc1)NC(=O)C1CC1 (stereo unspecified) | -11% | 5 | -9% | 8 | 6% | 9% | 2% | 9% | -6%
COc1ccc(C(=O)NCCC(=O)N2CCC3(CC2)NCCc2[nH]cnc23)cc1 | 1% | 5 | -2% | 5 | 27% | -1% | -3% | 7% | 19%

Source: PubChem BioAssay
